ER stress surv = ER stress cell death inhibition. CSM14.1 thapsigargin ER stress survival, ATP luminescence. relative survival (cellular ATP), % at 15 µg/mL (by protocol). 0.33% of 48,000 active;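 active means survival measured by cellular ATP above 50% at 15 µg/ml in the first screen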;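 further: cell death triggered by about 15 µM thapsigargin; ATP read 24 h after thapsigargin was added; plate controls were thapsigargin with DMSO for no effect and DMSO without thapsigargin for full effect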
The depositor's hits bear a star.

SMILES	ER stress surv
O=C1/C(=C/Nc2ccccc2NS(=O)(=O)c2ccccc2)CCc2ccccc21	10
O=C(C(c1ccccc1)c1ccccc1)N1CCC(Cc2ccccc2)CC1	5
O=C(NC1CCCCC1)c1nc2nc(-c3ccccc3)cc(C(F)(F)F)n2n1	3
O=C(N/N=C/c1ccc(-c2ccccc2[N+](=O)[O-])o1)c1ccc([N+](=O)[O-])cc1	-16
CC(C)(O)C#Cc1ccc(C(=O)N2CCN(C(=O)c3ccc(C#CC(C)(C)O)cc3)CC2)cc1	3
C=CCNC(=S)NNC(=O)CCn1c2ccccc2c2ccccc21	5
O=C(O)C1CC=CCC1C(=O)Nc1ccc(F)c(F)c1 (stereo not drawn)	-4
N#Cc1cc2c(N)c(C(N)=O)sc2nc1N	-3
COc1ccccc1OCCOCCOc1ccccc1OC	7
Cc1cc(C)nc(SCC(=O)Nc2cccc(C(F)(F)F)c2)n1	12
CS(=O)(=O)N1CCN(C2CCC(c3ccccc3)CC2)CC1 (stereo not drawn)	10
CC1=CC(C)C2COC(c3ccccc3O)C1C2 (stereo not drawn)	5
C=CCNC(=O)CN(c1ccc(C(C)C)cc1)S(=O)(=O)c1ccccc1	6
Cc1cccc(NC(=O)C(=O)NCCCOC(C)C)c1	0
COC(=O)c1cc(-c2cccc(Br)c2)nc2ccccc12	0
CCOc1ccc(C(=O)Nc2ccc(N3CCOCC3)c(Cl)c2)cc1Cl	-3
CS(=O)(=O)N(CC(=O)Nc1cccc(Cl)c1)c1ccc(Br)cc1	10
O=C(Nc1cccc2c1C(=O)c1ccccc1C2=O)c1ccc2c(c1)OCO2	4
N#C/C(=C\c1cc2c(cc1[N+](=O)[O-])OCO2)C(=O)Nc1cccc(Br)c1	-3
COc1ccc(C(CC(=O)O)c2ccccc2)cc1 (stereo not drawn)	-2
COc1cc2c(cc1NC(=O)c1ccc(I)cc1)oc1ccccc12	2
Nc1c(C(=O)O)cc(O)c2c1C(=O)c1ccccc1C2=O	9
CCC(=O)N(CCC1(c2ccc(F)cc2)CCOC(C)(C)C1)Cc1ccc(OC)c(OC)c1 (stereo not drawn)	14
Cc1ccc2nc(NC(=O)c3ccccc3Cl)sc2c1	3
CCN1C(=O)/C(=C\c2ccc([N+](=O)[O-])o2)SC1=S	-3

Other records
SMILES	ER stress surv
COc1ccccc1C(=O)NNC(=O)COc1ccccc1Cl	6
COc1cc(C(=O)Nc2ccc(C(=O)O)cc2)c2ccccc2n1	7
O=C(CSc1nc2ccc(NC(=O)c3ccc(Cl)cc3Cl)cc2s1)NC1CCCCC1	3
COc1ccccc1NC(=O)c1cc(Nc2ccc(F)c(F)c2)nc2ccccc12	5
O=C(Nc1ccc(F)c(Cl)c1)c1nn2c(c1Cl)NC(c1ccccc1)CC2C(F)(F)F (stereo not drawn)	0
O=C(COc1ccc(Cl)cc1Cl)n1cc([N+](=O)[O-])cn1	0
COc1cccc(OC)c1C(=O)Nc1ccc(-c2ccc(NC(=O)c3c(OC)cccc3OC)c(Cl)c2)cc1Cl	10
CCOc1cc(/C=C2\C(=O)N(c3ccc(S(N)(=O)=O)cc3)N=C2C)cc(Br)c1O	-7
O=C(COc1ccc2ccc(=O)oc2c1)c1ccc(-c2ccccc2)cc1	3
COc1ccc(C2/C(=C(/O)c3ccccc3)C(=O)C(=O)N2CC2CCCO2)c(OC)c1 (stereo not drawn)	6
CCOC(=O)c1c(NC(=O)CN2C(=O)c3ccccc3C2=O)sc2c1CCCC2	19
O=C1OC(c2ccc(Br)cc2)=N/C1=C\c1ccc(OC(=O)c2ccccc2F)cc1	8
O=C1N/C(=N/c2ccccn2)SC1Cc1cccc(Cl)c1 (stereo not drawn)	8
COc1ccc(-n2nc3cc(C)c(NC(=O)COc4ccc(C)cc4)cc3n2)cc1	13
COc1ccc(OC)c(/C=C2\SC(N3CCC(C)CC3)=NC2=O)c1	-2
CCOC(=O)c1c(NC(=O)C23CC4CC(CC(C4)C2)C3)sc(C(=O)Nc2ccccc2C)c1C	7
Cc1ccc(/C=C2/SC(=S)N(CCC(=O)N3c4ccccc4Sc4ccccc43)C2=O)cc1	3
CC1=NN(C(=O)OC(C)(C)C)C(O)(C(F)(F)F)C1 (stereo not drawn)	4
COc1ccc(N=Nc2c(C)[nH]c3ccccc23)cc1	6
O=C(c1ccc(N2CCN(C(=O)c3ccccc3F)CC2)cc1)c1cccc(F)c1	5
Cc1[nH][nH]c(=O)c1C(c1ccc(F)cc1)C(C#N)C#N (stereo not drawn)	-6
Cc1ccc(NCC(=O)N/N=C\C=C\c2ccco2)cc1	-2
O=C(Nc1ccc(Cc2ccncc2)cc1)Nc1cc(F)c(F)cc1Cl	0
O=C(COc1ccccc1)Nc1cccc2ccccc12	1
C=CCN1C(=O)/C(=C\c2ccc(OCC)cc2)C(=O)NC1=S	8

Reprinted at random: five compounds from above.
SMILES	ER stress surv
COc1ccc(-n2nc3cc(C)c(NC(=O)COc4ccc(C)cc4)cc3n2)cc1	13
Cc1ccc(NCC(=O)N/N=C\C=C\c2ccco2)cc1	-2
CCOC(=O)c1c(NC(=O)CN2C(=O)c3ccccc3C2=O)sc2c1CCCC2	19
O=C(COc1ccc2ccc(=O)oc2c1)c1ccc(-c2ccccc2)cc1	3
COc1ccc(N=Nc2c(C)[nH]c3ccccc23)cc1	6

Remaining list, next part:
SMILES	ER stress surv
O=c1/c(=C\c2ccc(-c3cccc(Cl)c3)o2)sc2nc3ccccc3n12	11
Cc1cccc(NC(=O)C2C(c3ccccc3)C=CC(c3ccccc3)C2C(=O)O)c1C (stereo not drawn)	-1
COCCCNC(=O)CN(c1ccc(Cl)cc1)S(C)(=O)=O	0
CCOc1ccc(S(=O)(=O)N(CC(=O)Nc2cccnc2)c2ccc(C)cc2)cc1	1
O=C(Nc1ccc(-c2nc3ccccc3s2)cc1)c1ccc(Br)o1	2
O=C(NN=C1CCCC1)C(=O)NC1CCCCC1	3
O=C(OC1CCCCC1)c1ccc(NS(=O)(=O)c2ccc([N+](=O)[O-])cc2)cc1	-4
CCOC(=O)c1c(-c2ccc(C)cc2)csc1NC(=O)CCCC(=O)O	27
Cc1ccc(-c2nn(-c3ccccc3)cc2C=O)o1	-5
O=C(CCc1ccccc1)Nc1ccc(Br)cc1	6
CCOC(=O)C1=C(C)N=C2SCC(=O)N2C1c1ccc(OC)c2ccccc12 (stereo not drawn)	-11
Cc1cc(C(=O)N/N=C/c2ccc(-c3cccc(C(=O)O)c3)o2)n[nH]1	8
COc1ccc(O/C(=N\S(=O)(=O)c2ccccc2)c2ccccc2)cc1	0
O=C(Nc1ccc(OC(F)(F)F)cc1)c1ccc(Br)o1	0
COC(=O)C(C(=O)OC)C1=C/C(=N/S(=O)(=O)c2ccc(C)cc2)c2ccccc2C1=O	-9
O=C1NC(=O)/C(=C\c2cc3c(cc2Br)OCO3)S1	7
Clc1cccc(C=NN2CCN(Cc3ccccc3)CC2)c1	11
COc1ccc(S(=O)(=O)N(CCc2ccccc2)CC(=O)Nc2ccc(C)cc2C)cc1	1
CCOC(=O)C1=C(C)N=c2s/c(=C\c3ccc(OC)cc3)c(=O)n2C1c1ccc(Cl)cc1 (stereo not drawn)	9
COc1cccc(-c2nc3cc(NC(=O)Cc4ccccc4)ccc3o2)c1	0
CCOc1cc(C2C3=C(CC(C)(C)CC3=O)Nc3ccccc3N2C(C)=O)ccc1O (stereo not drawn)	0
O=C(O)CCCCCN1C(=O)C(=O)/C(=C(/O)c2ccc(Cl)cc2)C1c1ccc(O)cc1 (stereo not drawn)	-4
CN1CCN(CCOCCOc2ccc(Cl)cc2)CC1	-2
COc1ccc(NC2=CC(c3cccc([N+](=O)[O-])c3)N(c3ccc(OC)cc3)C2=O)cc1 (stereo not drawn)	8
COCCN1C(=O)C(=O)/C(=C(/O)c2ccccc2)C1c1ccccc1Cl (stereo not drawn)	12

Arranged by heavy-atom count (lowest first): some entries from above
SMILES	ER stress surv
O=C(Nc1ccc(OC(F)(F)F)cc1)c1ccc(Br)o1	0
Clc1cccc(C=NN2CCN(Cc3ccccc3)CC2)c1	11
COc1ccccc1C(=O)NNC(=O)COc1ccccc1Cl	6
O=C(Nc1cccc2c1C(=O)c1ccccc1C2=O)c1ccc2c(c1)OCO2	4
COc1ccc(C2/C(=C(/O)c3ccccc3)C(=O)C(=O)N2CC2CCCO2)c(OC)c1 (stereo not drawn)	6
CCC(=O)N(CCC1(c2ccc(F)cc2)CCOC(C)(C)C1)Cc1ccc(OC)c(OC)c1 (stereo not drawn)	14

Next part:
SMILES	ER stress surv
COc1ccc(C(=O)N2CCN(Cc3cccnc3)CC2)cc1OC	5
O=C(NNC(=O)c1cc2ccccc2oc1=O)c1ccccc1	3
CC(=O)c1ccc(Oc2ccc(C(C)=O)cc2)cc1	8
COc1cc(C(=S)N2CCOCC2)ccc1OC(=O)c1ccccc1	0
COc1ccc(C(=O)Nc2cc(Cl)ccc2C)cc1OC	17
CCc1c(C)c2ccc(OCc3ccccc3)c(C)c2oc1=O	4
CCNC(=S)NC(C(=O)OC)C12CC3CC(CC(C3)C1)C2 (stereo not drawn)	-3
Cc1c(Cl)cccc1NC(=O)CSCc1cccc(Br)c1	7
O=S(=O)(Cc1ccccc1)c1nc2ccccc2[nH]1	10
CCOc1cccc(/C=N/NC(=O)CC2C(=O)NN=C2C)c1O (stereo not drawn)	11
O=C(Cc1ccc([N+](=O)[O-])cc1)Nc1cccc(-c2nc3ccccc3o2)c1	10
O=[N+]([O-])c1ccc(N2CCOCC2)cc1Sc1cccc2cccnc12	4
Cc1ccc(C(=O)NCCNc2ccc([N+](=O)[O-])cc2Cl)cc1	6
CC(C)(C)C1CCc2c(sc(NC(=O)c3ccncc3)c2C(N)=O)C1 (stereo not drawn)	6
COc1cccc(C(=O)Nc2cc(-c3nc4cc(Cl)cc(Cl)c4o3)ccc2C)c1	0
COCCNC(=O)CN(c1ccc(F)cc1)S(=O)(=O)c1ccccc1	-2
COc1ccc(C(=O)N2c3ccccc3C(N(C(C)=O)c3ccccc3)CC2C)cc1 (stereo not drawn)	-1
COc1ccc(CC(C)CC(=O)NCCc2ccc(OC)c(OC)c2)cc1 (stereo not drawn)	5
COc1ccc(CCNC2CC(=O)N(c3ccc(OC)cc3)C2=O)cc1 (stereo not drawn)	1
COc1cc(/C=C2/C=C(c3ccccc3)OC2=O)ccc1C	8
C=CCNC(=O)C(=O)NCCCOC(C)C	11
Cc1cccc(N2C(=O)CSC23C(=O)Nc2ccccc23)c1 (stereo not drawn)	9
Cc1ccc(C(=O)CC2(O)C(=O)N(C)c3ccccc32)cc1 (stereo not drawn)	11
Cc1c(C(=O)Nc2ccc(Nc3ccccc3)cc2)cccc1[N+](=O)[O-]	-2
COCCNCC(=O)NCC12CC3CC(CC(C3)C1)C2	2

Further results:
SMILES	ER stress surv
CCN(CC)c1ccc(/C=C2\C(=O)NC(=O)N(c3ccc(OC)cc3)C2=O)c(OC)c1	3
COc1ccccc1N1C(=O)c2ccc(C(=O)Nc3cc(C(=O)O)ccc3C)cc2C1=O	4
O=C(c1ccc2c3c(cccc13)CC2)N1CCN(c2ccccn2)CC1	2
O=C(O)COc1c(Cl)cc(/C=C2\C(=O)NC(=O)N(c3ccccc3)C2=O)cc1Cl	1
Cc1sc(NC(=O)CCCOc2ccc(Cl)cc2Cl)c(C#N)c1C	23
COc1ccc(/C=C2/Sc3ccccc3C2=O)cc1[N+](=O)[O-]	2
Cc1ccccc1N1CC(C(=O)OCC(=O)c2ccc(Br)cc2)CC1=O (stereo not drawn)	8
O=C(O)CCCc1sc(/C(=N\O)C(=O)O)cc1[N+](=O)[O-]	-2
COc1ccc(S(=O)(=O)Nc2cc([N+](=O)[O-])ccc2C)cc1	5
CCc1ccc(/C=C2\SC(=S)N(CC(=O)N3CCOCC3)C2=O)cc1	-1
CCOc1ccccc1NC(=O)c1ccc(N(Cc2ccc(Cl)cc2)S(C)(=O)=O)cc1	9
O=C(N/N=C/c1ccc(-c2ccccc2[N+](=O)[O-])o1)Nc1ccccc1	2
CCOc1ccc(/C=C2\C(=O)NC(=O)N(c3ccccc3C)C2=O)cc1Cl	-1
CCCc1cc(=O)oc2cc(OCc3c(F)cccc3Cl)ccc12	10
Cc1ccn2cc(-c3cccc(NC(=O)c4cc5cc(Br)ccc5oc4=O)c3)nc2c1	6
CC(C)C1=NN(C(=O)c2ccccc2)C(O)(C(C)(C)C)C1 (stereo not drawn)	0
O=C(Nc1ccc2c(c1)C(=O)OC2)NC1CCCCC1	18
O=[N+]([O-])c1cccc(S(=O)(=O)N2CCOCC2)c1	14
O=C(N=Nc1c(O)n(CN2CCOCC2)c2ccc(Br)cc12)c1ccncc1	-3
O=C1C(=O)N(Cc2cccnc2)C(c2ccc(F)cc2)/C1=C(\O)c1ccccc1 (stereo not drawn)	1
COc1cc(C2Nc3ccccc3NC3=C2C(=O)CC(C)(C)C3)cc(OC)c1OC(C)=O (stereo not drawn)	8
Cn1c(O)c(N=Nc2ccc(Br)cc2)c(=O)[nH]c1=O	4
CC(=O)Oc1ccc(C(=O)Nc2cc([N+](=O)[O-])ccc2O)cc1	-1
COc1ccc(N=C(Sc2nc3ccccc3o2)c2ccc([N+](=O)[O-])cc2[N+](=O)[O-])cc1	2
COC(OC)C12c3ccccc3C(c3ccccc31)C1C(=O)N(c3cccc(C)c3C)C(=O)C12 (stereo not drawn)	0
COc1cccc(C2=NN(C(=O)COc3ccccc3)C(O)(C(F)(F)F)C2)c1 (stereo not drawn)	8
O=C1NC(=S)N(c2cccc(Br)c2)C(=O)/C1=C/c1ccc(O)c(Cl)c1	7
COc1ccc(N2C(=O)/C(=C/c3cc([N+](=O)[O-])cc(OC)c3O)SC2=S)cc1	-3
Cc1ccc(NC(=S)c2ccccn2)cc1	-5

Not a retest: an excerpt of the list.
SMILES	ER stress surv
CC(=O)Oc1ccc(C(=O)Nc2cc([N+](=O)[O-])ccc2O)cc1	-1
COc1ccc(N=C(Sc2nc3ccccc3o2)c2ccc([N+](=O)[O-])cc2[N+](=O)[O-])cc1	2
COC(OC)C12c3ccccc3C(c3ccccc31)C1C(=O)N(c3cccc(C)c3C)C(=O)C12 (stereo not drawn)	0
COc1cccc(C2=NN(C(=O)COc3ccccc3)C(O)(C(F)(F)F)C2)c1 (stereo not drawn)	8
O=C1NC(=S)N(c2cccc(Br)c2)C(=O)/C1=C/c1ccc(O)c(Cl)c1	7
COc1ccc(N2C(=O)/C(=C/c3cc([N+](=O)[O-])cc(OC)c3O)SC2=S)cc1	-3
Cc1ccc(NC(=S)c2ccccn2)cc1	-5

An excerpt; rates above refer to the full screens.
